# STEP inh: STEP phosphatase inhibitors, primary screen, biochemical, fluorescence intensity, uHTS; Tyrosine-protein phosphatase non-receptor type 5 (Homo sapiens), P54829; recombinant STEP, OMFP fluorogenic substrate; inhibition, % at 20 µM; 360,000 compounds, 0.25% hits; AID 588621, 2011;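 active = inhibition at 20 µM, scaled per plate between control wells, above about 37%, limit read from the data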;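 also: 0% = DMSO with enzyme and substrate and 100% = substrate only without enzyme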
# Target sequence (P54829 whole entry, looked up): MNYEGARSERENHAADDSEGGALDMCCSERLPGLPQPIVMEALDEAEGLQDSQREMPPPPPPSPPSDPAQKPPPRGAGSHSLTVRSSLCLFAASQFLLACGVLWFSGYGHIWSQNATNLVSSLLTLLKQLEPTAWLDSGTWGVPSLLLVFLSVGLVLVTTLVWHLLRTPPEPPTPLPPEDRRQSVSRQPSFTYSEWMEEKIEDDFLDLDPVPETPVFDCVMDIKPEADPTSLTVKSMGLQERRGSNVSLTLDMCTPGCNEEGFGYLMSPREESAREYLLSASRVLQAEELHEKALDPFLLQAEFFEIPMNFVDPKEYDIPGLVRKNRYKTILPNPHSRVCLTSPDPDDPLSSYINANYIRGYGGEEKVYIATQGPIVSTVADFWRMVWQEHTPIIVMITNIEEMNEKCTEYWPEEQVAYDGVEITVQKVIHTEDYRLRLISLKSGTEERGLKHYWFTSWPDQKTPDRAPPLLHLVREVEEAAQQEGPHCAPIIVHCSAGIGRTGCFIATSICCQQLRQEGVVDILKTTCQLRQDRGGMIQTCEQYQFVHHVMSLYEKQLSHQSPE
#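 Test system: STEP tyrosine phosphatase / Reagent: OMFP at 25 µM / Doses: 20 µM, 1% DMSO / Read-out: percent inhibition scaled to no-enzyme and uninhibited-enzyme controls, plate-pattern corrected / Detection: FITC-channel fluorescence of OMFP product / Medium: Bis-Tris buffer pH 6.0, 2.5 mM DTT, 0.005% Tween 20 / Schedule: 20 min at room temperature, dark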
# Scp-1 inhibitor: Scp-1 phosphatase inhibitors, primary screen, biochemical, colorimetric, uHTS | inhibition, % at 20 µM | 340,000 compounds, 0.88% hits | Carboxy-terminal domain RNA polymerase II polypeptide A small phosphatase 1 (Homo … | Recombinant Scp1, phosphopeptide, malachite green phosphate absorbance | AID 493091, 2011;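 active = inhibition above about 50% at 20 µM, limit read from the data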;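 also: plate controls were DMSO wells with enzyme for no effect and wells lacking enzyme for full effect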
#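 Test system: SCP-1 phosphatase catalytic domain, residues 76-261; measured by: colorimetric phosphate reagent with accelerator and stabiliser, absorbance at 630 nm; timing: enzyme reaction 45 min at room temperature, colour 5 min, stabilisation 30 min; also added: Phosphorylated 17-residue peptide substrate; compound dosing: one concentration, 20 µM, with 1.0% DMSO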
# Rin1 Abl inh: inhibitors of Rin1-Abl protein binding, primary screen, biochemical, TR-FRET. Tyrosine-protein kinase ABL1 (Homo sapiens) + Ras and Rab interactor 1 (Homo sapiens), …. inhibition, % at 7.35 µM. 360,000 compounds, 0.4% hits. AID 588664, 2011; in the data active = inhibition above about 5%, passing the limit was not always enough
# SUMO1 PPI mod: modulators of SUMO1 protein-protein interactions, primary screen, biochemical, uHTS. Small ubiquitin-related modifier 1 (Homo sapiens), P63165. inhibition, % at 20 µM. SUMO1 binding to a labelled peptide, TR-FRET, 1 h. AID 602429, 2012. 360,000 compounds, 0.33% hits; in the data active = inhibition above about 37%
# Target sequence (P63165 whole entry, looked up): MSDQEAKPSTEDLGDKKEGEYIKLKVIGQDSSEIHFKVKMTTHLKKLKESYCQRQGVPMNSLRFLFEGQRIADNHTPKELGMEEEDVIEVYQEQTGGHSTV
# Neddylation inh: inhibitors of cullin neddylation, primary screen, biochemical, TR-FRET, uHTS, NAE and Ubc12. NEDD8-conjugating enzyme Ubc12 (Homo sapiens) + NEDD8-activating enzyme E1 regulatory …. calls only at 25 µM. 360,000 compounds, 0.58% hits. AID 651699, 2012; in the data active = inhibition above about 36%
# LMPTP inh: LMPTP phosphatase inhibitors, primary screen, biochemical, fluorescence intensity, uHTS | inhibition, % at 20 µM | AID 651560, 2012 | 360,000 compounds, 0.22% hits | recombinant LMPTP-A, OMFP fluorogenic substrate;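 active = compounds that cut the enzyme signal by at least half of the control window in the single-dose screen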;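 also: plate controls were DMSO wells with enzyme plus substrate for no effect and substrate without enzyme for full effect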
#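 Test system: LMPTP-A phosphatase enzyme. Amount: LMPTP-A at 0.625 nM final in the reaction. Reagent: OMFP substrate, 400 µM final. Times: 50 min at room temperature. Signal: endpoint fluorescence intensity from OMFP dephosphorylation. Read-out basis: % inhibition. Benchmarks: no-enzyme and uninhibited controls.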
# Rpn11 block: Rpn11 (PSMD14) deubiquitinase inhibitors, primary screen, biochemical, fluorescence polarization, uHTS; AID 588493, 2011; calls only at 20 µM; human 26S proteasome, Ub4-pepOG fluorescence polarization; 20S core pre-blocked with epoxomicin; 360,000 compounds, 0.59% hits;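 active = inhibition at 20 µM, scaled to each plate's controls, above about 33%, limit read from the data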
# CSN inh: inhibitors of CSN-mediated cullin deneddylation, primary screen, biochemical, fluorescence polarization, uHTS | 360,000 compounds, 0.38% hits | inhibition, % at 12.5 µM | COP9 signalosome complex subunit 5 (Homo sapiens), Q92905 | Purified CSN, SCF-Nedd8-OG deneddylation;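 active = pattern-corrected inhibition above about 35%, with an unprinted fluorescence ratio check between 0.5 and 1.5, limit read from the data, passing the limit was not always enough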;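 also: 0% = enzyme with substrate and 100% = substrate without enzyme; some results filed as inactive read as strong as hits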
# Target sequence (Q92905 whole entry, looked up, one chain of several): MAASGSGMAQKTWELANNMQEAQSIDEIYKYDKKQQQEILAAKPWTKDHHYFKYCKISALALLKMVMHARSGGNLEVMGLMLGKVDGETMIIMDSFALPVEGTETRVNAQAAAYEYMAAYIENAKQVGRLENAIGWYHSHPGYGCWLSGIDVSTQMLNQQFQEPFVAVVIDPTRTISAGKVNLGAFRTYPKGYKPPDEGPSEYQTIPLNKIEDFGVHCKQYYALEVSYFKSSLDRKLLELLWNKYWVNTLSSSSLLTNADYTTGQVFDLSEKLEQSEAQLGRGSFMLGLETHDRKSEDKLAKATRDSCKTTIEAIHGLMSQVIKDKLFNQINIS
#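 Test system: Human Csn5 produced in HEK293T cells | Compound: 12.5 µM single point | Times: 90 min, room temperature | Signal: Fluorescence polarization readout | Read-out basis: % inhibition of substrate cleavage by Csn5 | Controls: no-enzyme wells high, enzyme-with-substrate wells low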
# DNMT1 inh: human DNMT1 methyltransferase inhibitors, primary screen, biochemical, molecular beacon, fluorescence, HinP1I cleavage, uHTS. inhibition (reported as % activation of signal), % at 10 µM. 360,000 compounds, 0.83% hits. AID 588458, 2011; in the data active = inhibition above about 50%
# NadD block: inhibitors of S. aureus NadD, primary screen, biochemical, colorimetric, uHTS | 360,000 compounds, 0.78% hits | AID 602399, 2012 | inhibition, % at 20 µM | purified NadD enzyme, colorimetric absorbance read-out; in the data active = inhibition above about 26%; also: some compounds past the cut are filed as inactive
# * marks the source's active call; other numbers are inactive results; i = inactive; x = no result given.
SMILES,STEP inh,Scp-1 inhibitor,Rin1 Abl inh,SUMO1 PPI mod,Neddylation inh,LMPTP inh,Rpn11 block,CSN inh,DNMT1 inh,NadD block
COc1ccc2c(CC(=O)NNC(=O)c3ccc(O)cc3)coc2c1,-3,-10,2,5,i,2.4,i,-1,2,0
CCNC(=O)c1ccccc1CCc1ccccc1,-4,-2,-1,2,i,-0.2,i,-1,2,0
Cc1ccc(/C=C2\C(=O)ON=C2c2ccccc2)o1,-2,-5,-2,-6,i,-0.6,i,-9,1,-4
COc1cc(S(=O)(=O)NCCN2CCOCC2)c(OC)cc1Cl,0,-10,-3,3,i,-2.2,i,2,0,-4
CCOC(=O)N1CCN(C(=O)c2ccc(S(=O)(=O)c3ccc(C)cc3)c(NC(C)=O)c2)CC1,-1,1,-1,-1,i,-2.7,i,4,3,-6
c1ccc(-c2csc3ncnc(N4CCN(Cc5ccc6c(c5)OCO6)CC4)c23)cc1,3,-10,2,26,i,4.0,i,-3,-5,-3
CCOC(=O)c1sc2nc(N3CCCC3)c3c(c2c1N)CC(C)(C)OC3,-1,0,-1,-5,i,0.4,i,2,-12,-1
O=C(Cc1ccc(Br)cc1)Nc1ccccc1Cl,-1,-12,1,-1,i,0.1,i,0,1,-8
Cn1nccc1-c1coc2c(C(=O)N3CCOCC3)cccc12,0,x,1,0,i,-1.5,i,1,3,-1
O=C1C(=O)N(CC(=O)N2CCCC2)c2ccccc21,-3,-9,-3,-5,i,0.5,i,8,-5,-6
Cc1ccc(C(=O)Nc2ccc(N3CCCCC3)cc2)cc1,-1,-3,4,5,i,-1.1,i,-4,4,-4
Cc1nc2ccc(NS(=O)(=O)c3ccc(F)c(F)c3)cc2s1,-4,6,0,-1,i,0.6,i,8,-1,-1
Cc1cc(Nc2ccccc2)nc(-c2ccccc2O)n1,4,-8,0,4,i,3.0,i,-3,-11,1
CC(C)C1C(=O)N(Cc2cn(CCC3OCCCO3)nn2)CCS(=O)(=O)N1Cc1ccc(-c2ccc(F)nc2)cc1 (stereo not given),2,x,0,1,i,-1.3,i,6,12,5
CC1CCCC(NC(=O)CSc2ncccn2)C1C (stereo not given),-2,7,6,-4,i,-0.3,i,-1,6,-3
CCc1nnc(NC(=O)c2ccc(S(=O)(=O)N3CCN(Cc4ccccc4)CC3)cc2)s1,1,-5,1,18,i,-1.5,i,-3,-1,5
O=C(Oc1cccc(Nc2ncnc3ccccc23)c1)c1ccccc1Cl,-2,8,-3,-8,x,5.3,i,-3,-5,-5
COc1ccc(/C(O)=C2/C(=O)C(=O)N(CC3CCCO3)C2c2cccc(OC)c2)cc1 (stereo not given),3,-11,1,-5,i,-1.3,i,1,1,4
CCNC(=O)C1(C)CCCN(C(=O)c2cc(-c3ccccc3)cs2)C1 (stereo not given),1,x,-2,-6,i,0.1,i,0,-3,4
Cc1ccc(C)c(NC(=O)CN(C)C(=O)c2ccc(COc3ccccc3)cc2)c1,0,x,0,1,i,1.0,i,6,1,-8
Cc1cccc(N=C2CSC(=O)N2)c1,-1,-5,-3,0,i,-1.2,i,-4,-1,-3
O=C(Nc1nc2c(cc3c4c(cccc42)CC3)s1)c1ccccc1Cl,1,-6,-2,1,i,2.2,i,-1,2,7
COCCN(Cc1cn[nH]c1-c1ccc2cc(OC)ccc2c1)C(C)C,-2,-7,-5,-7,i,-1.4,i,-2,1,-9
CCOC(=O)C1CCN(C2=C(NS(=O)(=O)c3ccc(Br)cc3)C(=O)c3ccccc3C2=O)CC1,4,9,-6,-37,i,7.2,i,-2,-13,3
COc1cc(CCC(=O)O)on1,-2,-4,-3,-3,i,0.5,i,4,2,-2
COc1ccc(NS(=O)(=O)c2c(C(=O)N3CCCCCC3)c(C)n(C)c2C)cc1OC,1,-6,-1,-1,i,-1.6,i,-2,-2,0
COc1cc(C2C3=C(CC(C)(C)CC3=O)Nc3c2c(=O)[nH]c(=O)n3Cc2ccccc2)ccc1O (stereo not given),-2,-5,-2,1,i,-0.3,i,-4,-6,2
COc1cc(/C=C2/C(=O)NN(c3cccc(F)c3)C2=O)ccc1OC(=O)c1ccco1,8,-4,4,4,i,0.5,i,5,-8,21
COc1ccc(C(=O)c2c(C(F)(F)F)oc3c2C(=O)c2ccccc2C3=O)cc1,2,-7,-1,-20,i,1.7,i,2,-11,-3
CCOc1ccc(CCNC(=O)/C=C/c2ccco2)cc1OCC,1,67*,1,-12,i,-1.6,i,0,4,-1
CN(Cc1cc(=O)n2ccsc2n1)C1CCCCC1,-3,1,-4,3,i,0.7,i,6,4,2
CCCCOc1ccc(N2C(=O)CC(N(CCc3ccccc3)C(=O)/C=C/C(=O)O)C2=O)cc1 (stereo not given),-1,6,0,1,i,-0.1,i,-4,31,3
COc1ccc(N(CC(=O)N2CC=C(c3ccccc3)CC2)S(=O)(=O)c2c(C)noc2C)cc1,1,-11,2,0,i,4.6,i,4,-6,-6
Cc1cc(Cl)cc2c1NC(=O)[C@]21[C@@H]2C(=O)N(Cc3ccccc3)C(=O)[C@@H]2[C@@H]2CCCN21,-1,6,1,1,i,0.3,i,6,-7,6
O=C(CCCCCN1C(=O)c2ccccc2C1=O)NCc1ccco1,-2,-5,1,-4,i,0.8,i,-4,3,5
COc1ccccc1-c1cc2nc(NCc3cccc(Cl)c3)ccn2n1,-2,x,-2,5,x,2.3,i,2,-2,-3
CCN1CCCC1CNC(=O)Cn1cccc1C(=O)c1ccccc1 (stereo not given),-1,-10,-1,1,i,-2.3,i,-6,1,-2
CC1=CC(C)C2(CO)COC(c3cccnc3)C1C2C (stereo not given),-2,0,-2,13,i,0.5,i,-2,-3,1
COC(=O)c1ccc(C(=O)N(C)C2CCCN(Cc3ccccc3F)C2)nc1 (stereo not given),3,-8,-3,0,i,1.6,i,-1,-6,2
Cc1ccc(-c2nc(CNC(=O)c3cc(C)on3)cs2)cc1,1,-5,1,-9,i,1.3,i,1,-4,-7
CC(O)c1nc2ccccc2n1CCCCOc1ccccc1 (stereo not given),-1,-12,3,3,i,0.0,i,-1,2,1
O=c1cc(-c2ccccc2)nc2nc[nH]n12,0,-5,-3,0,i,-2.1,i,4,2,-4
CCc1nnc(NC(=O)c2cc(OC)c(OC)cc2[N+](=O)[O-])s1,-2,-9,-4,-6,i,-1.5,i,1,-2,-3
Cc1cc(C)n2nc(SCC(=O)Nc3ccccc3)nc2n1,-3,28,1,1,i,-1.3,i,-2,-7,0
CCC(C)Oc1ccccc1C1CC(=O)NC2=C1C(=O)CCC2 (stereo not given),-2,-4,2,-1,i,-0.1,i,0,1,0
O=C(Cn1cnc2c(nnn2Cc2ccc(Cl)cc2)c1=O)N1CCN(c2ccccc2)CC1,4,-7,0,1,i,0.6,i,1,0,-5
O=C(NCCC1=CCCCC1)C1CCCN(S(=O)(=O)c2cnc[nH]2)C1 (stereo not given),1,-6,-1,3,i,-1.8,i,-4,2,2
COC(=O)C(Cc1ccc(OC(=O)c2ccc(C(F)(F)F)cc2)cc1)N1Cc2ccccc2C1=O (stereo not given),4,-14,-2,0,i,8.1,i,5,3,2
CCOC(=O)C1CCCN(CC(=O)Nc2c(C(=O)OC)[nH]c3ccc(C)cc23)C1 (stereo not given),2,-12,-2,-4,i,-0.1,i,-1,-6,-4
COc1ccc(CNc2ccc(C)cc2)cc1Br,-3,-3,-3,-1,i,0.9,i,1,-1,-1
O=C(CCN1CCCC1)c1cccs1,-3,-4,0,4,i,-2.2,i,-1,5,-5
CC(=O)c1ccc(NC(=O)C(C)O/N=C(\N)c2ccccc2)cc1 (stereo not given),-3,-5,4,1,i,0.0,i,-4,-10,3
N=c1c2c(ncn1CCCO)Oc1cc(O)ccc1C2c1ccccc1 (stereo not given),0,-7,-3,4,i,0.1,i,1,-14,-2
COc1ccccc1CNC(=O)c1cc(-c2ccccc2)n(Cc2cc(C)no2)n1,-3,8,0,8,i,-0.1,i,3,9,1
Cc1c(NS(=O)(=O)c2cccc([N+](=O)[O-])c2)c(=O)n(-c2ccccc2)n1C,-1,0,-1,-19,i,-2.4,i,-1,8,-2
Cc1cccc(N(C(=O)CNC(=O)c2ccco2)C(C(=O)NC2CCCC2)c2ccncc2)c1C (stereo not given),-3,-3,4,-4,i,0.4,i,1,0,-6
Fc1ccc(NC(=S)Nc2cccc3ccccc23)cc1,5,-5,-5,-6,i,3.3,i,18,-22,-4
Cc1cc(C)cc(NC(=O)CN2CCc3cc4c(cc3C2C)OCCCO4)c1 (stereo not given),2,-3,2,3,i,2.1,i,-3,0,-4
O=C1/C(=C/Nc2cccc([N+](=O)[O-])c2)CCc2ccccc21,9,-14,-3,-21,i,4.7,i,5,-25,-2
COc1cc(-c2noc(CCCC(=O)NCc3ccccc3)n2)cc(OC)c1OC,1,-4,4,-2,i,-1.6,i,-2,-1,-6
# Following part:
SMILES,STEP inh,Scp-1 inhibitor,Rin1 Abl inh,SUMO1 PPI mod,Neddylation inh,LMPTP inh,Rpn11 block,CSN inh,DNMT1 inh,NadD block
O=c1[nH]c(=O)n(CCOc2ccc(Cl)cc2)cc1Br,6,-2,1,2,i,-1.9,i,0,2,-2
CCOC(=O)CS(=O)(=O)c1nc(-c2ccccc2)cc(C(F)(F)F)n1,4,-5,0,-3,i,0.0,i,12,-3,-5
C[C@@]12C(=O)Nc3ccc(Cl)cc3C(=O)N1[C@H]1c3cc(Cl)ccc3OC[C@@H]1[C@@H]2c1ccccc1,2,-11,0,-9,i,1.3,i,3,6,16
CC(=O)N1CCCN(C(=O)c2ccc3nc(Cc4ccccc4F)oc3c2)CC1,1,1,3,13,i,-1.3,i,1,2,1

# Compound profiles, from the list above:
# Results for CCOC(=O)c1sc2nc(N3CCCC3)c3c(c2c1N)CC(C)(C)OC3 = STEP inh: -1; Scp-1 inhibitor: 0; Rin1 Abl inh: -1; SUMO1 PPI mod: -5; Neddylation inh: i; LMPTP inh: 0.4; Rpn11 block: i; CSN inh: 2; DNMT1 inh: -12; NadD block: -1
# Results for CCC(C)Oc1ccccc1C1CC(=O)NC2=C1C(=O)CCC2 (stereo not given) = STEP inh: -2; Scp-1 inhibitor: -4; Rin1 Abl inh: 2; SUMO1 PPI mod: -1; Neddylation inh: i; LMPTP inh: -0.1; Rpn11 block: i; CSN inh: 0; DNMT1 inh: 1; NadD block: 0
